HRas wt GTP bind – modulators of GTP binding to HRas wildtype, primary screen, biochemical, bead-based flow cytometry, multiplex. GST-Ras wt beads, Bodipy-FL-GTP binding; actives lie on both sides. GTPase HRas (Homo sapiens), P01112. AID 759, 2007. 190,000 compounds, 0.14% hits. GTP binding activity, % at 10 µM;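 active = GTP binding activity at least 20% away from the 100% baseline, either lowered as inhibitor or raised as activator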;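 also: 0% = unlabeled GTP competition control and 100% = no-compound control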
Rab7 wt GTP bind – modulators of GTP binding to Rab7, primary screen, biochemical, wildtype, multiplex bead flow cytometry; Rab7 GTPase wild type (dog), Bodipy-FL-GTP binding; GST-Rab7 beads, fluorescent GTP binding; actives lie on both sides; untreated = 100%, excess cold GTP = 0%; GTP binding activity (percent of control), % at 10 µM; 190,000 compounds, 0.055% hits;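 active = fluorescent GTP binding to Rab7 beads changed by at least 20 points from the 100% baseline, either direction, mostly lower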;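 also: median green fluorescence of bound Bodipy-FL-GTP per Rab7 bead population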
Rac1 mut GTP – GTP binding modulators of activated mutant Rac1, primary screen, biochemical, bead-based flow cytometry, multiplex, fluorescent GTP | GST-Rac1 activated beads; actives lie on both sides; 100% means binding = to untreated wells | percent activity (GTP binding), % at 10 µM | 190,000 compounds, 0.11% hits | AID 764, 2007;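 active = GTP binding at least 20 percentage points away from the 100% baseline, in either direction, so actives lie on both sides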
Mcl-1 Bim block – inhibitors of Bim peptide binding to Mcl-1, primary screen, biochemical, bead-based flow cytometry, multiplex; 190,000 compounds, 0.1% hits; inhibition, % at 10 µM; Bim peptide-Mcl-1 binding; in the data active = inhibition above about 40%;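 also: 0% = no compound tracer wells and 100% = peptide blocker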
Target sequence (Q07820 whole entry, looked up): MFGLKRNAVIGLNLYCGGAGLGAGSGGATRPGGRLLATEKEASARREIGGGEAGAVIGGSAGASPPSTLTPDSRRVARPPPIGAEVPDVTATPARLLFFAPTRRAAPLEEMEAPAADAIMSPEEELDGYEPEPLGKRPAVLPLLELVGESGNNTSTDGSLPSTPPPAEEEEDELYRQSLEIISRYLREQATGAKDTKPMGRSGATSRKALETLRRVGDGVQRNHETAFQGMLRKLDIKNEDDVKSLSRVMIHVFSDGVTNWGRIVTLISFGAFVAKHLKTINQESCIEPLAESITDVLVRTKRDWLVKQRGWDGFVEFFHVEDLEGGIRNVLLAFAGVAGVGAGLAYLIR
Rab2 wt GTP – modulators of GTP binding to Rab2A wildtype, primary screen, biochemical, dog, bead-based flow cytometry, multiplex; 190,000 compounds, 0.19% hits; GST-Rab2 wt beads, Bodipy-GTP binding; GTP binding activity, % at 10 µM; Ras-related protein Rab-2A (Canis lupus familiaris), P61105;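 active = GTP binding activity at least 20 points away from 100%, either lowered or raised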;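 also: 0% = beads with excess unlabeled GTP and 100% = no-compound control corrected for plate trend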
Pf gamet viab – late stage P. falciparum gametocyte viability inhibitors, primary screen, ATP luminescence, HTS. P. falciparum stage V gametocytes, 24 h. inhibition, % at 10.9 µM. 150,000 compounds, 0.065% hits. AID 743093, 2013;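 active = inhibition above the mean plus 3 SD of compounds within the control limits, set per campaign, cut at about 38% in these data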;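 also: 0% = DMSO wells and 100% = medium only without gametocytes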
Cdc42 wt – modulators of GTP binding to wildtype Cdc42, primary screen, biochemical, multiplex bead flow cytometry, Bodipy-GTP; GST-Cdc42 beads; actives lie on both sides; 190,000 compounds, 0.2% hits; AID 761, 2007; percent activity (GTP binding), % at 10 µM;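 active = percent activity GTP binding at least 20 points away from the 100% baseline, either down as inhibitor or up as activator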;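 also: median bead fluorescence of bound Bodipy-FL-GTP at 100 nM; 0% = excess unlabeled GTP control and 100% = no compound control; below 100% means less GTP binding so inhibitor and above means activator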
Target sequence (P60953 whole entry, looked up): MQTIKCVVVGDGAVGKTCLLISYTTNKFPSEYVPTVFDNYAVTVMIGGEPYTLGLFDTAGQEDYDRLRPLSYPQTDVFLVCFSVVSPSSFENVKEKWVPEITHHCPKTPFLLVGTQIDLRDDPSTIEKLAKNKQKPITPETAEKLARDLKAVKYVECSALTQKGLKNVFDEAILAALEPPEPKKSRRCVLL
Mcl1-Bid inh – Mcl-1/Bid binding inhibitors, primary screen, biochemical, TR-FRET, 1536-well; AID 1021, 2008; inhibition, % at 21.7 µM; 220,000 compounds, 0.97% hits; TR-FRET Mcl-1/Bid-Dy647 peptide binding; Induced myeloid leukemia cell differentiation protein Mcl-1 (Homo sapiens), Q07820;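 active = compounds that cut the binding signal by more than half at the single screening dose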;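 also: His-tagged Mcl-1 with europium anti-His antibody binding Bid BH3 peptide; 0% = Mcl-1 plus peptide wells and 100% = peptide-only wells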
RGS8-Gao – RGS8-Galphao binding modulators, primary screen, biochemical, multiplexed bead flow cytometry; AID 1423, 2008; 220,000 compounds, 0.34% hits; actives lie on both sides; Guanine nucleotide-binding protein G(o) subunit alpha (Homo sapiens), P09471; response (percent of control binding), % at 10 µM; in the data active = response below about 60% or above about 140%; inactive = in between;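 also: Galphao activated as the GDP aluminium fluoride complex binding bead-coupled RGS8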
Target sequence (P09471 whole entry, looked up): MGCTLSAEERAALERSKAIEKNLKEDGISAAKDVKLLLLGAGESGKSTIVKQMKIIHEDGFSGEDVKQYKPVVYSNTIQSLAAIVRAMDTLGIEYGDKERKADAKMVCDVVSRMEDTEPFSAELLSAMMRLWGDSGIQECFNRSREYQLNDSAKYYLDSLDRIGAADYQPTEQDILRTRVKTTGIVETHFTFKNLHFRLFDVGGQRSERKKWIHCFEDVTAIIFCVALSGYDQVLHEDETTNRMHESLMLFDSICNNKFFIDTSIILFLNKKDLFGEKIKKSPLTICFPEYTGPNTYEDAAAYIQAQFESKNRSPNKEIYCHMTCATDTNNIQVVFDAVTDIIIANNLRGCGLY
Mcl1-Noxa inh – Mcl-1/Noxa binding inhibitors, primary screen, biochemical, TR-FRET, 1536-well | TR-FRET Mcl-1/Noxa peptide binding, 2 h | AID 1022, 2008 | 220,000 compounds, 1.5% hits | Induced myeloid leukemia cell differentiation protein Mcl-1 (Homo sapiens), Q07820 | inhibition, % at 21.7 µM;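 active = compounds that cut the protein-peptide binding signal by more than 50% relative to plate controls in a single-dose test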;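 also: His-tagged Mcl-1 with rhodamine Noxa BH3 peptide and terbium anti-His antibody; 0% = Mcl-1 plus Noxa peptide wells and 100% = peptide-only wells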
Rac1 wt modul – wildtype Rac1 GTP binding modulators, primary screen, biochemical, GST-Rac1 beads, flow cytometry, multiplex; 190,000 compounds, 0.27% hits; fluorescent GTP binding; actives lie on both sides; 0 = cold GTP competed, 100 = untreated; AID 757, 2007; GTP binding activity (% of control), % at 10 µM;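 active = GTP binding activity at least 20 points away from the 100% control level, either lower or higher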
The depositor's hits bear a star; · = not tested or not shown.

SMILES	HRas wt GTP bind	Rab7 wt GTP bind	Rac1 mut GTP	Mcl-1 Bim block	Rab2 wt GTP	Pf gamet viab	Cdc42 wt	Mcl1-Bid inh	RGS8-Gao	Mcl1-Noxa inh	Rac1 wt modul
Cc1cc(C(=O)OCC(=O)NCCCN2CCCC2=O)c2ccccc2n1	100	101	98	-1	100	18	100	-24	104	8	99
C=CCNC(=S)Nc1ccc(N2CCOCC2)c(S(=O)(=O)Nc2ccccc2Cl)c1	97	98	94	0	96	13	97	-46	100	19	97
C=CCOc1ccc(CN(C)CC(=O)Nc2ccccc2[N+](=O)[O-])cc1	98	102	96	-3	98	-11	96	-14	100	17	97
COc1ccc(CNC(=S)Nc2ccc(-c3ccccc3)cc2)cc1	101	104	96	0	103	-4	100	-26	100	20	104
O=C(CNC(=O)c1ccco1)OCC(=O)c1ccc2ccccc2c1	105	94	101	-4	106	·	106	-41	98	-4	105
CCCc1cc(Nc2cccc(OCC)c2)n2ncnc2n1	105	102	96	-3	101	-46	104	-19	100	-29	107
Cc1ccc(S(=O)(=O)N(C)c2ccc(C(=O)N3CCN(Cc4ccc5c(c4)OCO5)CC3)cc2)cc1	102	98	101	-2	102	29	105	17	99	4	102
COc1cccc(CN(Cc2cccnc2)S(=O)(=O)c2ccc(-n3cnnn3)c(C)c2)c1	100	100	98	3	99	7	101	-15	98	-3	100
CCOc1ccc(N(CC(=O)NC2CCCCC2)C(=O)CSc2nnc(COc3ccccc3)o2)cc1	101	101	96	1	99	·	99	19	101	8	103
Cn1c(=O)c2[nH]c(N3CCN(c4ccccc4)CC3)nc2n(C)c1=O	96	99	97	-4	95	8	96	-41	101	12	98
O=C(CCOc1ccccc1)Nc1ccccc1	105	103	101	1	106	10	107	-19	100	8	103
COc1c(C)cc(Br)cc1C(=O)NCc1cccnc1	104	102	103	-8	101	·	103	-4	101	10	106
COCCNC(=O)C(c1ccco1)N(C(=O)Cn1nnc2ccccc21)c1ccc(C)cc1C (stereo unspecified)	100	102	99	-3	99	11	100	-2	98	-6	103
COC(=O)c1ccccc1NC(=O)NC1CCC(C)CC1 (stereo unspecified)	93	91	96	5	95	8	97	-50	100	11	96
CCN(Cc1ccccc1)S(=O)(=O)c1cc(C(=O)NCCCN(C)C)ccc1OC	96	97	93	0	95	6	93	-7	96	-8	97
C=CCn1c(SCC(=O)Nc2cc(C)cc(C)c2)nnc1-c1cnccn1	93	94	93	0	92	14	93	-4	104	12	95
CC1CCC(NC(=O)C2(C)CCC(=O)N2Cc2cccnc2)CC1 (stereo unspecified)	102	96	100	-5	101	·	102	-8	103	2	104
CC(NCC(O)COCCC12CC3CC(CC(C3)C1)C2)c1ccccc1 (stereo unspecified)	97	109	97	0	98	11	98	-13	101	2	100
O=C1CC(c2cccc(F)c2)SC(N(c2ccccc2)c2ccccc2)=N1 (stereo unspecified)	103	101	101	0	103	·	103	-18	100	2	102
O=C(COC(=O)c1cccc(C(F)(F)F)c1)NCc1ccccc1	99	95	102	-1	99	17	98	10	87	0	102
Nc1nnc(C2CCCC2)s1	100	98	95	-2	98	-2	102	-17	100	15	101
O=C(CSc1ccsc1[N+](=O)[O-])N1CCCCCC1	98	106	93	-2	99	-5	98	-18	102	19	101
COc1cccc(C2(O)CCN(C(=O)Cc3cccnc3)CC2)c1	102	98	100	0	99	23	104	-17	104	-1	103
CCOC(=O)c1c(-c2ccc(F)cc2)csc1NC(=O)CCN1CCOCC1	98	98	98	-2	99	·	99	0	98	18	101
CSc1ncc(F)c(N(CCO)CCO)n1	101	100	100	-2	99	-11	105	-12	96	4	102
CCn1c(NCc2ccco2)nc2ccccc21	97	91	94	-2	93	-28	95	-25	100	-6	100
Cc1cccc(OCCCCc2c(C)n[nH]c2C)c1C	98	96	95	-4	98	·	103	-6	102	-3	98
CC(=O)c1cccc(N2C(=O)C3C4CCC(C4=C(C)C)C3C2=O)c1 (stereo unspecified)	104	107	99	5	101	-8	104	-14	104	0	104
CCOC(=O)c1cnc(SCC(=O)Nc2ccc(NC(=O)CC)c(OC)c2)nc1N	97	98	95	0	96	5	95	-13	101	-6	97
Cc1cc(=O)oc(C)c1C(=O)Nc1cccc2nonc12	100	96	98	-3	99	·	100	-27	102	-3	104
CC(Nc1ccccc1)c1ccncc1 (stereo unspecified)	98	104	97	0	97	6	99	-67	100	-3	100
O=C(CN1CCN(C(=O)c2ccco2)CC1)Nc1ccc2c(c1)OCCO2	99	102	96	-5	103	·	100	-22	99	-3	101
COc1cccc(/C=N/Nc2nccnc2Cl)c1O	92	95	93	0	94	6	90	-32	95	-24	94
S=C(Nc1cccc(Cl)c1Cl)N1CCC2(CC1)OCCO2	97	95	97	-2	96	-16	98	-24	91	10	101
O=C(NCC1c2ccccc2CCN1C(=O)CN1C(=O)c2ccccc2C1=O)C1CCCCC1 (stereo unspecified)	105	104	103	3	103	·	102	-42	100	-19	104
Cc1nn(C)c(C)c1/C=C/C(=O)c1ccc(Cl)cc1Cl	100	102	94	-1	100	-30	98	-3	101	-4	97
Cc1noc(C)c1COC(=O)c1ccccc1Oc1ccccc1	99	102	96	1	98	·	98	-2	101	-1	102
CC1CCCCN1C(=O)N[C@@H](Cc1ccccc1)C(=O)O (stereo partly specified)	106	106	101	0	105	10	104	-24	104	6	107
O=C(CCS(=O)(=O)c1ccccc1)Nc1ccccc1-c1nc2ccccc2s1	99	101	98	-4	99	13	99	75*	99	21	103
CC1Cc2ccccc2N1C(=O)c1ccc(N2CCCC2)c([N+](=O)[O-])c1 (stereo unspecified)	103	101	99	20	101	-7	103	-1	100	7	104
Cc1ccc2nc(NC(=O)CSc3nnc(C)c(=O)n3N)sc2c1	100	103	99	0	98	·	97	-8	103	-1	106
CCCn1c(CN(Cc2ccccc2)Cc2ccccc2)nc2c1c(=O)n(C)c(=O)n2C	99	99	98	0	99	·	98	-9	99	10	102
CCCCc1cc(=O)oc2cc(C)c(CN3CCCC3)c(O)c12	97	98	96	-4	96	11	97	-24	129	47	96
O=C(Nc1ccc(S(=O)(=O)Nc2nccs2)cc1)c1cc(-c2ccccc2Cl)nc2ccccc12	96	96	89	-4	95	·	93	99*	101	36	96
N#C/C(=C\c1ccco1)C(=O)NCC1CCCO1 (stereo unspecified)	102	100	102	-5	100	-4	105	-20	97	6	105
CCc1ccc(C(C)NC(=O)c2cc(C)oc2C)cc1 (stereo unspecified)	100	98	98	-3	100	16	100	-25	99	6	103
O=C(OCc1cccc(F)c1)c1ccc2c(c1)-c1ccccc1C2=O	100	98	97	0	100	·	99	4	100	-3	99
Cc1nnc(SCC(=O)N2CC(=O)Nc3ccccc32)n1C	100	100	97	-1	99	·	101	-17	100	-3	100
CCOC(=O)C(C)n1cnc2c(nnn2-c2ccc(C)cc2)c1=O (stereo unspecified)	99	100	98	-5	97	·	98	-6	95	9	100
CCOC(=O)c1[nH]c(C)c(C(=O)Nc2cc(Cl)ccc2C)c1C	101	98	99	-2	98	·	100	-8	96	-15	99
COc1ccc(OC)c(Nc2nc(=O)c3cccnc3s2)c1	95	98	93	0	96	·	93	-59	86	56*	94
CCOC(=O)c1c(C)oc2c(CN3CCN(C)CC3)c(Br)c(OC)c(O)c12	103	100	99	0	99	·	108	-21	111	19	103

12 structures from above, ordered by SMILES length, falling:
SMILES	HRas wt GTP bind	Rab7 wt GTP bind	Rac1 mut GTP	Mcl-1 Bim block	Rab2 wt GTP	Pf gamet viab	Cdc42 wt	Mcl1-Bid inh	RGS8-Gao	Mcl1-Noxa inh	Rac1 wt modul
CCCn1c(CN(Cc2ccccc2)Cc2ccccc2)nc2c1c(=O)n(C)c(=O)n2C	99	99	98	0	99	·	98	-9	99	10	102
CCOC(=O)c1c(C)oc2c(CN3CCN(C)CC3)c(Br)c(OC)c(O)c12	103	100	99	0	99	·	108	-21	111	19	103
O=C(CCS(=O)(=O)c1ccccc1)Nc1ccccc1-c1nc2ccccc2s1	99	101	98	-4	99	13	99	75*	99	21	103
CCOC(=O)c1[nH]c(C)c(C(=O)Nc2cc(Cl)ccc2C)c1C	101	98	99	-2	98	·	100	-8	96	-15	99
O=C(OCc1cccc(F)c1)c1ccc2c(c1)-c1ccccc1C2=O	100	98	97	0	100	·	99	4	100	-3	99
CCOC(=O)C(C)n1cnc2c(nnn2-c2ccc(C)cc2)c1=O (stereo unspecified)	99	100	98	-5	97	·	98	-6	95	9	100
Cc1ccc2nc(NC(=O)CSc3nnc(C)c(=O)n3N)sc2c1	100	103	99	0	98	·	97	-8	103	-1	106
CCCCc1cc(=O)oc2cc(C)c(CN3CCCC3)c(O)c12	97	98	96	-4	96	11	97	-24	129	47	96
Cc1nnc(SCC(=O)N2CC(=O)Nc3ccccc32)n1C	100	100	97	-1	99	·	101	-17	100	-3	100
COc1ccc(OC)c(Nc2nc(=O)c3cccnc3s2)c1	95	98	93	0	96	·	93	-59	86	56*	94
CCc1ccc(C(C)NC(=O)c2cc(C)oc2C)cc1 (stereo unspecified)	100	98	98	-3	100	16	100	-25	99	6	103
N#C/C(=C\c1ccco1)C(=O)NCC1CCCO1 (stereo unspecified)	102	100	102	-5	100	-4	105	-20	97	6	105
